# PTEN del growth = growth suppression of PTEN-null HCT116, primary screen, cell-based, CellTiter-Glo; HCT116 PTEN-null viability, 60 h; active compounds read low; viability, % at 10 µM; 1.2% of 140,000 active; AID 827, 2007;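 active = viability at or below a set limit, 4 SD under the median of all tested compounds, cut at about 3.7% in these data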;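 note: PTEN knockout HCT116 line with beta catenin targeted HCT116 as companion control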
# Measles CPE = compounds protecting cells from measles virus cytopathic effect, primary screen, measles RdRp inhibitor project, single point, MLSMR library, absorbance; Measles virus-infected cells, CPE protection; protection (pct of control), % at 4 µM; 1.5% of 140,000 active; in the data active = protection mostly above about 24%, no sharp cut-off; inactive = mostly below about 26%; note: some compounds called inactive have numbers as strong as hits
# GALR2 antag = GALR2 antagonists in receptor-expressing cells, primary screen | Galanin receptor type 2 (Homo sapiens), O43603 | antagonist mode | inhibition, % at 4 µM | 0.39% of 140,000 active | AID 828, 2007; in the data active = inhibition above about 27%;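 note: cells stimulated with galanin 1-16 at roughly its EC80; 0% = agonist challenge control and 100% = basal control without agonist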
# Target sequence (O43603 whole entry, looked up): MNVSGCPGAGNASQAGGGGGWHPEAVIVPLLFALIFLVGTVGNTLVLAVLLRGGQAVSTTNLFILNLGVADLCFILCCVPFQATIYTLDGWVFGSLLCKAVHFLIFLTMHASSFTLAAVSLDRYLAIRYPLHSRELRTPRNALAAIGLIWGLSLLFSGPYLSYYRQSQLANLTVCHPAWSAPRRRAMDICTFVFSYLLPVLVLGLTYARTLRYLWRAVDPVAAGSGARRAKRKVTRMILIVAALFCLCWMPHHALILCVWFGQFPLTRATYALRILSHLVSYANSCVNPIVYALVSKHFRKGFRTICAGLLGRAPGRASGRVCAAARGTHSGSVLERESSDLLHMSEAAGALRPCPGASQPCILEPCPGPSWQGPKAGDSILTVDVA
# HCT116 bCat-KO = primary screen for growth suppressors in beta-catenin knockout HCT116 cells (colon tumor, human) | AID 818, 2007 | HCT116 beta-catenin knockout viability, CellTiter-Glo, 60 h; active compounds read low | 1.5% of 140,000 active | viability, % at 10 µM;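 active = viability at or under a set limit, the compound median less 4 SD, cut at about 6% in these data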;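 note: 0% = Hyamine 1622 control at 20 µM and 100% = untreated cell control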
# Phagocytosis inh = inhibitors of macrophage phagocytosis, primary screen, imaging, J774A.1 cells, IgG beads; J774A.1 macrophage IgG-bead phagocytosis; inhibition, % at 5 µM; 0.07% of 110,000 active;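 active = inhibition above the mean of the plate negative controls plus 5 SD, cut at about 13% in these data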;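 note: phagocytic index as fraction of beads internalized from green versus red external bead signal; plate controls were DMSO negative control for no effect and cytochalasin-D positive control for full effect; some results beyond the cut were filed as inactive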
# Yeast lifespan up = compounds extending yeast replicative lifespan, primary screen, S. cerevisiae, OD615; 0.68% of 130,000 active; inhibition of the nicotinamide effect, % at 10 µM; S. cerevisiae growth with nicotinamide; deaD strain in restrictive glucose medium;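 active = inhibition above a set limit, placed 3 SD over the median of all compounds, cut at about 26% in these data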;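 note: 0% = nicotinamide-treated wells and 100% = cells grown without nicotinamide; some compounds called inactive have numbers as strong as hits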
#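 Buffer or medium: CSMM-D glucose medium, restrictive; test system: modified budding yeast, DeaD strain; compound: single dose 10 µM compound, 0.25% DMSO; schedule: culture preincubation 4 h, compound exposure 48 h, both 30 °C; detection: optical density (absorbance) at 615 nm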
# E-sel TNF inh = E-selectin induction blockers in HUVEC – imaging, immunofluorescence, high content, primary screen; HUVEC TNFa-induced E-selectin immunofluorescence; inhibition, % at 2 µM; 0.71% of 120,000 active; AID 1246, 2008;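 active = inhibition above the batch mean plus 3 SD, and confirmed as a hit on visual image review, cut at about 43% in these data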;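 note: 0% = TNF-stimulated DMSO wells and 100% = unstimulated control wells; not every result past the cut was called active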
# Yeast growth inh = growth inhibitors of yeast BB579 in restrictive medium, primary screen, yeast lifespan-shortening project, S. cerevisiae; OD615, 48 h; AID 804, 2007; inhibition, % at 10 µM; 0.51% of 140,000 active;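 active = inhibition above a set limit, 3 SD over the mean compound inhibition, cut at about 44% in these data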; note: inactives centre near -24
#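 System: Saccharomyces cerevisiae DeaD strain BB579, replicative lifespan model yeast | Buffer or medium: Restrictive glucose-based CSMM-D medium | Times: 4 h preincubation and 48 h exposure at 30 °C | Detection: OD615 turbidity measurement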
# NPY-Y2 antag = NPY-Y2 receptor antagonists, primary screen, cell-based; NPY-Y2 expressing cells, antagonist mode; Neuropeptide Y receptor type 2 (Homo sapiens), P49146; inhibition, % at 2.7 µM; 0.99% of 140,000 active; in the data active = inhibition above about 17%;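 note: 0% = vehicle with agonist challenge and 100% = reference antagonist with challenge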
# Target sequence (P49146 whole entry, looked up): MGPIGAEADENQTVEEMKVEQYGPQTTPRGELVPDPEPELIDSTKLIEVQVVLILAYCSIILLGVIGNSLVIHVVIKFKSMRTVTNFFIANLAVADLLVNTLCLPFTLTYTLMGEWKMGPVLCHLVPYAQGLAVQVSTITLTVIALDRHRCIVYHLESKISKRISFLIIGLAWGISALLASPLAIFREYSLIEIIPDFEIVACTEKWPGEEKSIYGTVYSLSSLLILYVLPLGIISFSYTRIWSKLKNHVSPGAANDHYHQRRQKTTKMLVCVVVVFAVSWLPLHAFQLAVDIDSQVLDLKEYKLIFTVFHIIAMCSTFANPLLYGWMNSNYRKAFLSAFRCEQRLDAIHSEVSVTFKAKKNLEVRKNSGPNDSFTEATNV
# MRP-1 activ = H69AR viability gain despite doxorubicin, primary screen, MRP-1 activator project, H69AR cells, CellTiter-Glo; viability rescue; viability increase, % at 10 µM; 0.61% of 140,000 active; AID 799, 2007;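 active = viability gain under doxorubicin at or above a set limit, the compound median plus 3 SD, cut at about 4.7% in these data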;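 note: MRP-1 overexpressing cells given doxorubicin 25 µM after compound pretreatment; 18-22 h compound pretreatment then 72 h with doxorubicin before readout; 0% = doxorubicin-only wells and 100% = vehicle-treated cells without doxorubicin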
# * = called active by the depositor; . = not tested or not shown. An unsorted share of the library; 6.2% or so of the library scored in one or more.
SMILES,PTEN del growth,Measles CPE,GALR2 antag,HCT116 bCat-KO,Phagocytosis inh,Yeast lifespan up,E-sel TNF inh,Yeast growth inh,NPY-Y2 antag,MRP-1 activ
CCOC(=O)C(=O)Nc1nnc(Cc2ccc(OC)c(OC)c2)s1,107,11,-1,88,.,.,-5,-54,7,0.3
Cc1cccc(CSc2nnc(Cn3c(=O)sc4ccccc43)n2C)c1,97,11,11,98,.,5,-9,-54,3,-2.0
CCOc1ccc2nc(NC(=O)CCC(=O)c3cccs3)sc2c1,89,6,0,94,-1,-6,-9,-40,5,-2.2
N#Cc1cc(-c2ccccc2)nnc1Sc1ccc(F)cc1,90,2,14,96,-1,12,11,-3,2,-0.9
NC(=O)[C@@H]1CCNc2c(I)cc([N+](=O)[O-])cc2C(=O)N[C@@H](CO)C(=O)N[C@@H](Cc2ccc(O)cc2)C(=O)N1,100,11,-10,101,.,1,-7,-26,1,-2.1
COCCn1nnnc1C(c1cc2cc(C)ccc2[nH]c1=O)N1CCN(C2CCCCC2)CC1 (stereo not given),92,12,0,89,2,-5,16,-21,3,-1.8
O=C(CSc1nnc(-c2cccnc2)n1C1CCCCC1)NC1CCCC1,82,8,0,86,.,-2,-22,13,1,-2.2
CCOC(=O)N1CCN(C(=O)C2CC(=O)N(Cc3ccc(OC)cc3)C2)CC1 (stereo not given),97,9,-2,86,1,-12,-14,-25,2,-0.7
Cc1nc2c(C(=O)O)cnn2c(C)c1Cc1ccccc1F,105,4,.,99,-4,-4,.,-36,.,-2.1
O=S(=O)(Nc1ccc2c(c1)OCCO2)c1cccc2cccnc12,70,12,11,70,-3,-14,-22,-26,-1,-1.1
Cc1cc(-c2ccccc2)c(C#N)c(SCC(N)=O)n1,102,11,1,90,0,-6,.,-31,-1,-0.4
CC(=O)Nc1ccc(NC(=O)CSc2ncnn2-c2ccccc2)cc1,95,1,8,107,-1,-1,-8,8,0,-0.3
Brc1ccc(/C=N/Nc2ccccc2)cc1,96,9,7,97,-6,-6,.,-2,2,-2.5
Cc1nnc(SCC(=O)N2c3ccccc3C(C)(c3ccc(Cl)cc3)CC2(C)C)s1 (stereo not given),38,3,-18,32,-7,-4,.,-28,13,-2.0
O=C(Cc1ccccc1)Nc1ccc(NC(=O)c2cccs2)c(Cl)c1,102,6,-2,105,-2,-3,1,-49,2,1.9
CCOC(=O)c1sc2cccc(Cl)c2c1N,87,15,0,81,.,.,15,-68,8,-4.0
CCOc1ccc(N2CC(O)Cn3c2nc2c3c(=O)n(CCCc3ccccc3)c(=O)n2C)cc1 (stereo not given),74,20,-13,82,0,-19,-13,-38,2,-0.8
Cc1sc2nc(CN3CCCCC3)nc(Cl)c2c1C,5,15,5,5.4*,-6,2,.,-41,5,-5.7
COc1cc(C(=O)NNC(=O)NC2CCCCC2)cc(OC)c1OC,93,13,5,96,0,-11,3,3,0,1.2
Cn1c(/C(C#N)=C/C2CC=CCC2)nc2ccccc21 (stereo not given),55,7,8,52,0,-4,-10,-4,-2,-1.9
COc1ccc(N2CCN(C(=O)c3sc4nc(-c5ccc(F)cc5)cn4c3C)CC2)cc1,.,.,-3,.,-1,.,-27,.,-1,.
CC1CCN(c2nc3c(c(=O)n(C)c(=O)n3C)n2CCSc2nc3ccccc3s2)CC1,33,5,-10,22,-1,-10,.,-72,0,0.1
Cc1ccc(NC(=O)CN2C(=O)N/C(=C/c3ccco3)C2=O)cc1,89,6,0,91,.,-14,.,-35,0,-2.6
Cc1cc(C)c(NC(=O)CO/N=C2\CCCc3nonc32)c(C)c1,92,12,-2,82,-2,-6,.,-11,1,-1.8
CCc1ccc(Nc2ncc3c(n2)CC(c2ccco2)CC3=O)cc1 (stereo not given),82,4,0,78,2,-8,.,-19,4,0.1
CC1CCc2c(sc(N)c2C(=O)OC(C)C)C1 (stereo not given),96,3,8,101,-1,-4,1,-3,-2,-0.1
COc1ccc(CN=C2NC(=O)CC(C(=O)Nc3cc(C)cc(C)c3)S2)cc1 (stereo not given),79,5,7,71,-4,1,.,-26,0,1.8
Cc1cc(Cl)ccc1Oc1ncnc2oc(-c3ccccc3)cc12,97,11,0,105,.,-2,23,-30,1,-0.6
CCn1cc(C(=O)N2CCOCC2)c(=O)c2cc(S(=O)(=O)N(C)C3CCCCC3)ccc21,91,10,-4,92,2,-2,-16,-24,2,-3.0
COc1ccccc1N1CCN(Cc2cc(=O)n3ccsc3n2)CC1,89,31,-4,109,.,-8,6,-23,0,-0.7
CCOC(=O)c1ccc(NC(=O)c2cc3c(C)nn(-c4ccccc4Cl)c3s2)s1,32,2,-1,34,-2,3,12,-49,0,-4.9
COc1ccc(/C=N/NC(=O)c2cccc(Br)c2)cc1CSc1ccccn1,67,4,-1,83,.,-3,.,-14,3,-2.8
Cc1cc(OCCN2CCCCC2)nc2ccccc12,70,15,4,75,-1,-7,-16,-9,5,-2.5
CCOC(=O)N1CCC(n2c(SCC(=O)N3CCCC3)nc3ccccc3c2=O)CC1,81,6,3,74,.,-19,15,-1,7,-4.0
CC(C)c1nc(SCC(=O)NCc2ccccc2)n[nH]1,96,20,3,93,0,-5,.,-19,0,-1.5
O=C(/C=C/c1ccccc1)N1CCN(c2cccc(Cl)n2)CC1,94,3,-13,94,.,-6,16,-36,4,-0.6
CC(=O)N1CCc2cc(S(=O)(=O)CCC(=O)Nc3ccc4c(c3)OCCO4)ccc21,89,4,3,94,.,1,1,-16,3,-1.0
Oc1cccc(/C=N/NC(=S)Nc2cccnc2)c1O,8,13,25,12,-6,-1,-23,53*,4,2.7
CC(C)CNC(=O)COc1ccccc1[N+](=O)[O-],92,11,-7,87,-5,-5,59,-36,7,-1.2
COc1cccc(NC(=S)N(CCc2c(C)[nH]c3ccccc23)Cc2ccco2)c1,41,4,10,47,.,-3,11,-17,2,-3.3
COC(=O)c1cc(Br)c(=O)n(Cc2ccc(C(=O)O)cc2)c1,104,32*,5,112,0,-12,-3,3,3,-0.5
Cc1ccc(Nc2nnc(SC(C)C(=O)Nc3c(C)n(C)n(-c4ccccc4)c3=O)s2)cc1 (stereo not given),96,8,7,90,-10,-8,13,10,2,-1.0
COc1ccc(CN2C(=O)c3cccnc3C2Nc2cc(Cl)ccc2OC)cc1 (stereo not given),93,19,2,96,-1,-9,-37,-34,1,-1.1
O=c1[nH]c(CSc2nnc(-c3cccnc3)n2C2CCCCC2)nc2ccccc12,78,4,12,78,0,-6,1,2,1,-4.6
Cc1noc(C)c1C(=O)N1CCN(c2ncccn2)CC1,97,10,8,105,.,-2,-16,-1,-1,-1.0
CCN(CCCNC(=O)C1CCN(S(=O)(=O)N2CCC3(CC2)OCCO3)CC1)c1ccccc1,96,4,0,88,.,-19,1,-21,-1,0.1
CCN1C(=O)/C(=C/N(C(C)=O)c2ccccc2)N(c2ccccc2)C1=S,31,2,0,34,0,35*,7,-17,11,-1.6
Cc1cc2nnc(SCc3ccccc3)n2c(N)n1,99,4,-3,101,-2,-17,.,-52,2,-2.2
COc1ccccc1N(CC(O)COc1ccc(C)cc1)S(=O)(=O)c1ccccc1 (stereo not given),75,11,-22,65,-10,6,-4,-17,13,0.4
S=C(NCCN1CCOCC1)Nc1ccc(Br)cc1,82,4,-4,83,-2,-3,.,-8,-1,-2.5
CCn1cc(C(=O)N2CCc3ccccc32)c(=O)c2cc(S(=O)(=O)N3CCOCC3)ccc21,90,.,8,90,-2,-19,-5,-53,2,-1.6
CCOC(=O)c1ccc(-c2ccc(CO)o2)cc1,83,12,-9,94,.,-29,-13,-27,4,0.1
Cc1cccc(N2CCN(C(=O)COc3cccc4c3OC(C)(C)C4)CC2)c1C,54,18,11,61,-4,1,-2,-40,5,-2.8
Cc1cc(NC(=O)CSCCO)no1,105,43,0,105,.,-11,-3,-4,1,0.3
CCCCNC(=O)c1sc2ncnc(N3CCc4ccccc4C3)c2c1C,62,9,5,72,1,16,-24,-52,-1,-2.0
CCn1c2ccc(CC(=O)O)cc2c2cc(CC(=O)O)ccc21,104,19,7,101,0,-4,.,-30,3,-0.1
CNC(=O)COC(=O)c1cccnc1SC,112,5,-5,98,-1,1,-7,-12,2,-1.5
O=C(CN1CCCCC1)Nc1ccc(S(=O)(=O)NC2CCCCC2)cc1,56,7,-1,44,0,-6,.,-23,1,0.4
O=C(c1ccccc1)n1nc(-c2ccccc2)nc1NCc1ccco1,101,19,-2,86,-1,-7,.,-12,4,-0.2
CC(=O)C1=C(c2ccc(Br)cc2)C(=O)c2ccccc2C1=O,1.4*,11,35*,1.6*,-11,-10,.,-6,16,-5.2
# More records follow:
SMILES,PTEN del growth,Measles CPE,GALR2 antag,HCT116 bCat-KO,Phagocytosis inh,Yeast lifespan up,E-sel TNF inh,Yeast growth inh,NPY-Y2 antag,MRP-1 activ
Cc1ccc(S(=O)(=O)n2nc(-c3ccco3)nc2SCc2ccccc2)cc1,89,7,-17,84,-1,-27,-7,-3,6,0.0
CSc1nc(N)nc(SC2C=CCCC2)c1C#N (stereo not given),66,23,-8,65,-6,-3,-1,-44,5,-0.6
O=C(OCc1cc2ccccc2[nH]c1=O)c1ccco1,106,11,2,93,0,-5,1,-3,3,0.0
Cc1ccccc1-c1ccc(C=Nc2c(C)n(C)n(-c3ccccc3)c2=O)o1,94,8,10,94,1,-7,-4,-11,4,-0.1
Cc1csc(C(C#N)C(=O)c2ccncc2)n1 (stereo not given),103,7,8,98,0,-6,-23,-10,-1,-3.2
CC(=O)Nc1ccc(S(=O)(=O)Nc2nccc(C3Cc4ccccc4C(=O)O3)n2)cc1 (stereo not given),102,6,-1,99,0,-11,-31,-18,1,-3.4
COc1ccc(C2CC(c3cccs3)=Nc3ccccc3S2)cc1OC (stereo not given),42,7,11,39,.,.,11,-51,-1,-7.2
O=C(CSc1ncn[nH]1)N1CCN(S(=O)(=O)c2ccccc2)CC1,98,5,-12,90,0,-8,16,-61,5,-0.4
COC(=O)c1cc(NC(=O)Cc2ccccc2[N+](=O)[O-])ccc1Cl,81,.,16,81,-5,-6,.,-28,2,-1.8
COCCNC(=O)CN(C)S(=O)(=O)c1ccc2c(c1)OCCO2,108,11,6,101,1,-2,-1,-45,-3,-0.4
Cc1c(C(=O)NC(C(C)C)C(C)C)cccc1[N+](=O)[O-],88,41,-2,90,-2,6,.,-9,-1,-0.3
